# USP10 block – blocks human USP10 ubiquitin-rhodamine cleavage | AID 1645856 | Q14694 | inhibition, % at 20 µM | actives 1.1% (n = 47,000) | purified USP10, Ub-rhodamine fluorescence, 60 min
# USP28 block – inhibitors of human USP28 deubiquitinase. Q96RU2. purified USP28, Ub-rhodamine cleavage fluorescence, 30 min. inhibition, % at 25 µM. actives 3% (n = 47,000). AID 1645857
# USP17 inh – human USP17-like deubiquitinase inhibition. actives 6.5% (n = 47,000). AID 1645855. inhibition, % at 50 µM. purified USP17, Ub-rhodamine cleavage fluorescence, 3 h. A8MUK1
# Target sequence (A8MUK1 whole entry, looked up): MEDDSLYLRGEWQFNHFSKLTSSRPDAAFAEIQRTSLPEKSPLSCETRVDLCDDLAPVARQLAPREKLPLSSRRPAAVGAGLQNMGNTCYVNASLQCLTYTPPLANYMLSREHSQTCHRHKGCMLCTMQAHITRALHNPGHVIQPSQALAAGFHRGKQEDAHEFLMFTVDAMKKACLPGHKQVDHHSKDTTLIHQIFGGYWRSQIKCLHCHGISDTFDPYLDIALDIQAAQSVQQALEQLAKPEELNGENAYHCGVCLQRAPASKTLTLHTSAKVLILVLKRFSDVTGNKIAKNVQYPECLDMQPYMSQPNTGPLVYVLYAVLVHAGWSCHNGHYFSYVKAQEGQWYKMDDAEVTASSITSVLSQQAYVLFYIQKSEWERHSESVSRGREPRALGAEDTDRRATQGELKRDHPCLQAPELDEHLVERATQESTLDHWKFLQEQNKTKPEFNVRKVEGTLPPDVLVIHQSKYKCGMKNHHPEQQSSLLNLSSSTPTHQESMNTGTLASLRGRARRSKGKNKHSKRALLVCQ
# USP30 inh – human USP30 deubiquitinase inhibition | Q70CQ3 | purified USP30, Ub-rhodamine cleavage fluorescence | inhibition, % at 25 µM | actives 5.3% (n = 47,000)
# USP7 inh – blocks human USP7 ubiquitin-rhodamine cleavage. purified USP7, Ub-rhodamine cleavage fluorescence. inhibition, % at 20 µM. actives 0.3% (n = 47,000)
# OTUD3 block – inhibitors of human OTUD3 deubiquitinase. Q5T2D3. purified OTUD3, Ub-rhodamine fluorescence, 2 h. inhibition, % at 25 µM. actives 0.7% (n = 47,000). AID 1645858
# Target sequence (Q5T2D3 whole entry, looked up): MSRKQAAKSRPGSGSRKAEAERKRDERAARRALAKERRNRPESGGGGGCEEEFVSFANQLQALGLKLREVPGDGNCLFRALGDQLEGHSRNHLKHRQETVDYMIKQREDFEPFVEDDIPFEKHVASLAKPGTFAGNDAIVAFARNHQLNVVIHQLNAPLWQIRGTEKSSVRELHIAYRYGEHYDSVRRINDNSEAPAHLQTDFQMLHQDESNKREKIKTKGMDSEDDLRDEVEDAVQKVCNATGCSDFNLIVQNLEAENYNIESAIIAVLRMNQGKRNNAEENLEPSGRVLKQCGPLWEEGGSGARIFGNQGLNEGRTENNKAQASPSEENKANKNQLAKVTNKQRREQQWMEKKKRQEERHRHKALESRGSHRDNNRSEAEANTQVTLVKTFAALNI
# UCHL1 block – human UCHL1 deubiquitinase inhibition. inhibition, % at 20 µM. purified UCHL1, Ub-rhodamine cleavage fluorescence. P09936. actives 0.2% (n = 47,000). AID 1645859
# USP8 block – human USP8 deubiquitinase inhibition | P40818 | purified USP8, Ub-rhodamine cleavage fluorescence, 30 min | inhibition, % at 20 µM | actives 4.2% (n = 47,000) | AID 1645853
# Starred values were filed as active, the others as inactive; i = inactive; . = no result given. No stated cut-off is given here; in the data, active means inhibition above about 30%; inactive means the rest.
SMILES,USP10 block,USP28 block,USP17 inh,USP30 inh,USP7 inh,OTUD3 block,UCHL1 block,USP8 block
CSCCC(NS(=O)(=O)c1ccc2c(c1)c(=O)n(C)c(=O)n2C)C(=O)NCCC1=CCCCC1 (stereo not drawn),-1,-7,-4,-10,-6,-6,-3,-29
Cc1ccc(-c2onc3ccc(C(=O)NCc4ccccc4)cc23)cc1,-2,-12,1,-6,5,0,-3,-35
Clc1ccc(-c2cnc(N3CCOCC3)nc2)cc1,1,10,13,44*,2,3,1,16
CNC(=O)c1nc(-c2ccccc2)nc2c1OCCO2,-3,4,0,12,3,7,0,6
CC(C)c1nnc(-c2cnc3onc(C4CCCC4)c3c2)o1,0,-8,-4,-34,-120,4,0,-1
O=C1COC2(CCN(C(=O)N3CCCC3)CC2)CN1Cc1ccccc1,3,24,-24,34*,4,16,2,-205
O=c1[nH]c(-c2ccncc2)nc2c1CCN(Cc1ccc3ncccc3c1)C2,0,8,5,12,5,5,-1,7
O=C(Cn1cnc(S(=O)(=O)N2CCCC2)c1)Nc1ccc2c(c1)OCO2,-2,-5,.,-19,-3,-5,0,27
O=C(c1ccccc1)N1C[C@H]2CCN(S(=O)(=O)c3cccc(C(F)(F)F)c3)C[C@H]21,-1,-2,-7,-3,-8,-8,-1,0
CCC(C)C1OC(=O)/C=C/C=C\C=C/C=C/C=C/CC(O)C(C)C(O)CC(O)CC(O)CC(O)CC(O)CC(O)CC(O)/C=C/C1C (stereo not drawn),-9,-38,-18,-155,-24,-20,-33,-210
Cc1nn(C)cc1S(=O)(=O)N1[C@@H](c2ccccc2)C[C@@]2(C)[C@@H](O)[C@H](O)CCC[C@@H]12,3,-5,7,8,8,7,5,9
Cc1ccn2cc(C(=O)N3CCCC(c4cc(-c5ccccc5)cc(C)n4)C3)nc2c1 (stereo not drawn),3,20,-3,-10,-4,-17,9,-13
Nc1cc(OC(=O)c2cccs2)nn1S(=O)(=O)c1ccccc1,0,-4,0,3,-3,-4,0,-21
O=C(CSc1nnc(-c2ccc3c(c2)OCCO3)o1)N1CCCc2ccccc21,7,14,-31,27,3,7,2,7
O=C(C1CCCCC1)N1CCCC(c2nn(CCOc3ccccc3)c3nccnc23)C1 (stereo not drawn),1,20,31*,33*,-32,20,5,23
CCC(=O)OCc1cnc(C)c2oc(=O)c(-c3nc(-c4ccccc4)no3)cc12,-14,-276,-102,i,-18,-195,-26,-80
CCn1c(=O)c2ccccc2n(Cc2nc(-c3cccc(C)c3)no2)c1=O,-1,-18,1,-5,3,-8,-1,6
O=C1CN(C(=O)CC2CCCCC2)C(c2ccccc2)c2cc(Cl)ccc2N1 (stereo not drawn),12,30,27,43*,-24,23,12,34*
CCc1ccc(NC(=O)N2CCCC2c2c(C)noc2C)cc1 (stereo not drawn),0,11,12,12,-2,8,3,17
CS(=O)(=O)Nc1ccc2c(c1)ncn2CCc1ccccc1,1,7,0,7,3,7,2,20
CCOc1ccc(CNC(=O)c2cc(CN3CCOCC3)on2)cc1,0,5,12,11,6,2,6,12
Cc1cnc(N2C[C@H]3C[C@H](C(=O)NCC(C)C)[C@@H](C2)O3)nc1,-1,-1,-1,-14,4,2,-2,-7
CC(C)Cc1ccc(S(=O)(=O)N2CCN=C2N2CCCC2)cc1,-2,13,0,16,-5,8,2,10
CCCCn1nc(C)c2c(C(=O)N3CCN(Cc4ccccn4)CC3)cc(C)nc21,-6,-19,-13,-77,-3,-12,-7,0
Cc1cc(C)c(S(=O)(=O)N2CCC(C(=O)OC(C)C(=O)Nc3ccccc3-c3ccccc3)CC2)c(C)c1 (stereo not drawn),0,3,-2,-4,11,7,2,0

# Arranged by molar mass (low to high): some entries from above
SMILES,USP10 block,USP28 block,USP17 inh,USP30 inh,USP7 inh,OTUD3 block,UCHL1 block,USP8 block
CNC(=O)c1nc(-c2ccccc2)nc2c1OCCO2,-3,4,0,12,3,7,0,6
CCc1ccc(NC(=O)N2CCCC2c2c(C)noc2C)cc1 (stereo not drawn),0,11,12,12,-2,8,3,17
CS(=O)(=O)Nc1ccc2c(c1)ncn2CCc1ccccc1,1,7,0,7,3,7,2,20
CCOc1ccc(CNC(=O)c2cc(CN3CCOCC3)on2)cc1,0,5,12,11,6,2,6,12
O=C1COC2(CCN(C(=O)N3CCCC3)CC2)CN1Cc1ccccc1,3,24,-24,34*,4,16,2,-205
O=c1[nH]c(-c2ccncc2)nc2c1CCN(Cc1ccc3ncccc3c1)C2,0,8,5,12,5,5,-1,7
O=C(Cn1cnc(S(=O)(=O)N2CCCC2)c1)Nc1ccc2c(c1)OCO2,-2,-5,.,-19,-3,-5,0,27
CCCCn1nc(C)c2c(C(=O)N3CCN(Cc4ccccn4)CC3)cc(C)nc21,-6,-19,-13,-77,-3,-12,-7,0
Cc1ccn2cc(C(=O)N3CCCC(c4cc(-c5ccccc5)cc(C)n4)C3)nc2c1 (stereo not drawn),3,20,-3,-10,-4,-17,9,-13
Cc1nn(C)cc1S(=O)(=O)N1[C@@H](c2ccccc2)C[C@@]2(C)[C@@H](O)[C@H](O)CCC[C@@H]12,3,-5,7,8,8,7,5,9
CCC(C)C1OC(=O)/C=C/C=C\C=C/C=C/C=C/CC(O)C(C)C(O)CC(O)CC(O)CC(O)CC(O)CC(O)CC(O)/C=C/C1C (stereo not drawn),-9,-38,-18,-155,-24,-20,-33,-210

# (cont.)
SMILES,USP10 block,USP28 block,USP17 inh,USP30 inh,USP7 inh,OTUD3 block,UCHL1 block,USP8 block
CCCCOc1ccc(/C=C2\CCn3c2nc2cc(C(=O)O)ccc2c3=O)cc1,2,5,7,15,5,8,0,15
O=C(COC(=O)c1cc(=O)[nH]c2ccccc12)c1ccc(Cl)cc1,-2,-10,-4,-9,3,-10,-3,16
O=C(c1cnc2ccc(F)cc2c1S(=O)(=O)c1cccc(F)c1)N1CCCCC1,-5,-23,-29,-57,-9,-18,-5,-15
COC(=O)c1cc(C#N)c(NCc2cc(-c3ccc(OC)cc3)no2)nc1C,-1,-50,-46,-179,-4,-52,-4,-7
O=C1c2ccccc2NC2(C(=O)Nc3ccc(Br)cc32)N1c1ccccc1 (stereo not drawn),6,86*,24,19,-7,76*,6,33*
CN(C)CCNC(=O)c1cccc(C2CCCN(C(=O)Nc3ccccc3)C2)c1 (stereo not drawn),-3,12,9,27,10,10,4,18
Cc1ccccc1CN1C(=O)C(O)(c2c(C)[nH]c3ccccc23)c2ccccc21 (stereo not drawn),-3,0,-9,-32,-44,-9,-12,-46
c1ccc2c(c1)nc(-c1cscn1)n2Cc1ccc(-c2nn[nH]n2)cc1,1,7,-13,-3,3,2,0,-62
O=C(NCc1ccc(-c2nc3cnccc3o2)cc1)c1ccccc1Br,-5,14,68*,25,4,13,2,15
O=C(c1cc(-c2cccnc2)nc2ccccc12)N1CCSCC1,3,-9,-5,0,-7,-1,-3,4
O=C(CSc1cn(Cc2ccccc2Cl)c2ccccc12)N1CCOCC1,2,18,14,37*,-100,1,6,-35
COCC(=O)Nc1ccc2c(c1)OCC(C)(C)C(=O)N2C,0,-4,-3,-8,3,-4,-1,0
COc1cccc(-c2noc3ncnc(N4CCOCC4)c23)c1,-3,0,-3,5,-29,2,-1,0
COC(=O)[C@H]1CN(C(=O)c2c(C)noc2C)C[C@@H]1c1ccc(F)cc1,2,0,4,-9,1,-10,0,0
Cc1ccc(NC(=O)Cn2c(=O)n(C3CC3)c(=O)c3nscc32)cc1,1,3,2,-3,0,-1,-5,4
CC1=C(C(=O)Nc2ccccc2C)C(c2cccc(OCc3ccccc3)c2)n2ncnc2N1 (stereo not drawn),4,13,2,21,3,19,-3,-22
CCC(=O)Nc1ccc2c(c1)C(=O)N(C)C1=NCCN12,1,-6,0,9,0,-1,0,-2
COc1ccc(-n2c(CN3CCNCC3)nc3cccnc32)cc1,0,6,6,14,2,-2,4,2
Nc1ncnc(SCc2c(Cl)cccc2Cl)n1,10,-14,-4,4,5,0,-2,2
Cc1noc(C)c1Cn1c(N2CCCC2)nc(-c2ccncc2)cc1=O,-9,-26,-32,-118,-78,-46,-2,-42
CCCCCCN1CC(=O)N2C(c3cccc4ccccc34)c3[nH]c4ccccc4c3C[C@H]2C1=O (stereo partly drawn),-7,-91,-73,-335,-11,-87,-15,-36
COc1ccc(Nc2cc(C(=O)NCc3cccnc3)c3ccccc3n2)cc1OC,2,8,40*,14,6,-3,-7,6
O=[N+]([O-])c1ccc2[nH]cc(S(=O)(=O)Nc3ccc(Cl)cc3)c2c1,10,5,-7,4,-4,-10,3,-59
Cc1nc2c(nnn2C[C@H]2CCCN2C(=O)c2c(F)cccc2F)c(=O)[nH]1,0,-10,-5,3,-7,-2,-2,-8
COc1ccc(CC(=O)N2CNC(=O)C23CCN(C(=O)CN)CC3)cc1,3,11,2,26,4,8,2,-63
# Continuation.
SMILES,USP10 block,USP28 block,USP17 inh,USP30 inh,USP7 inh,OTUD3 block,UCHL1 block,USP8 block
CC(=O)c1ccc(NC(=O)Cn2cnc3c(cnn3C(C)(C)C)c2=O)cc1,-3,2,-10,-14,-13,-4,0,-19
Cc1cncc(C2CCCN(C(=O)c3cc4nc(C)cc(C)n4n3)C2)n1 (stereo not drawn),3,-7,-32,-15,8,-1,-1,-79
O=C(Cc1ccccc1)N1CCC(c2nc3c(nnn3Cc3ccc(F)cc3)c(=O)[nH]2)CC1,13,16,3,31*,-14,4,4,20
COc1ccc(Nc2nncc(=O)[nH]2)cc1Cl,2,5,6,12,5,7,0,0
Cc1ccc(O)c(-c2cc(C(=O)Nc3ccccc3Cl)[nH]n2)c1,6,6,68*,27,4,-7,-1,5
Cc1ccc2oc(C(=O)Nc3ccnn3Cc3ccccc3)cc(=O)c2c1,0,-22,-10,-30,6,-20,6,-29
COc1ccc(-c2c3c4n(c(-c5ccc(Cl)c(Cl)c5)cn4c2C(=O)Nc2ccccc2Cl)CCCC3)cc1,0,-8,-4,-18,-5,-9,-2,6
Cc1ccc2nc(CCC(=O)NCc3ccccc3F)n(C)c(=O)c2c1,0,8,6,18,-18,17,2,19
Cc1ccc(CNC(=O)CCC(=O)N2CCc3c(c(C(=O)N4CCCC4)nn3C)C2)cc1,1,18,16,27,0,18,0,17
Cc1cc(/C=C2/C(=N)N3C(c4ccccc4)=CSC3=NC2=O)c(C)n1-c1ccccc1,-10,-210,-123,i,-3,-198,-15,-24
Cc1ccc(C(C(=O)NCc2ccc3c(c2)OCO3)N(C(=O)c2ccc3c(c2)OCCO3)C2CCCC2)cc1 (stereo not drawn),-7,-1,49*,-108,9,-34,1,47*
O=C(Nc1cnc(N2CCCC2)nc1)c1ccccc1,-1,7,2,-1,1,0,-2,0
COc1nccnc1N1CCC(NC(=O)C2CCN(C(C)=O)CC2)C1 (stereo not drawn),-2,-8,-9,-17,-1,-1,-5,-3
COc1cc(NC(=O)CC(c2ccccc2C)n2cccc2)cc(OC)c1 (stereo not drawn),7,10,12,-7,8,1,7,-2
O=C(NCCc1ccccc1)c1ccc2nc(-n3cccc3)sc2c1,-5,-178,-146,-473,-1,-105,-7,-23
CN1CC(c2nc3ccccc3n2Cc2cccc(Cl)c2)CC1=O (stereo not drawn),-3,-1,2,2,-125,-5,1,-2
Cc1nc2nc(NCc3ccc(Cl)cc3)[nH]n2c(=O)c1CCC(=O)N1CCCCC1C (stereo not drawn),1,0,4,4,4,6,-2,1
Cc1cccc(NC(=O)NCCc2n[nH]c(C)n2)c1,4,0,8,8,.,3,2,-1
CN(C)C(=O)N1CC(C(=O)Nc2ccc(F)cc2)C2(CCOCC2)C1 (stereo not drawn),-1,-7,3,0,0,-4,-1,-7
CC(NC(=O)Cc1nnc(-c2ccc3ncccc3c2)o1)c1ccccc1 (stereo not drawn),-1,3,6,14,2,9,0,-29
O=C(Nc1cnc(-c2cccc(Cl)c2)nc1)C1CCC1,3,14,10,22,-167,12,3,30*
O=C(Cc1c[nH]c2ccccc12)N1CCC(c2ccnc3nc(C(F)(F)F)nn23)CC1,0,-9,-15,-13,-19,-13,-4,-16
CNc1nc(C2CCCN(S(=O)(=O)c3ccccc3)C2)nc2c1CN(C(C)=O)CC2 (stereo not drawn),-1,-6,-5,-11,-1,-6,-3,0
Cc1ccc(COC(=O)C2CCN(C3=NS(=O)(=O)c4ccccc43)CC2)cc1,2,-13,0,-16,-2,-3,1,0
c1nc(NCCCN2CCOCC2)c2sc3nc(N4CCOCC4)c4c(c3c2n1)CCC4,2,2,-1,1,2,1,1,-40
O=C(Nc1cccc2cccnc12)c1cccc(N2CCCCS2(=O)=O)c1,4,3,0,13,-5,-3,0,14
O=C(COC(=O)c1c2c(nc3ccccc13)CCN(Cc1ccccc1)C2)Nc1c(F)cccc1F,-5,-87,-49,-407,-73,-85,-60,-4
Cc1ccc2nc(N3CCN(c4ccccc4F)CC3)c(-n3nc(C)cc3C)nc2c1,-1,-2,7,-9,7,11,6,-1
Cc1cccc2c1NC(=O)[C@]21N2CCC[C@H]2[C@@H](C(=O)c2ccccc2)[C@]12C(=O)Nc1ccccc12,1,-6,-17,-33,8,0,1,6

# One compound at a time, as listed above. Screens in order: USP10 block, USP28 block, USP17 inh, USP30 inh, USP7 inh, OTUD3 block, UCHL1 block, USP8 block
# O=C(Nc1cccc2cccnc12)c1cccc(N2CCCCS2(=O)=O)c1 is listed as 4, 3, 0, 13, -5, -3, 0, 14
# Cc1ccc2nc(N3CCN(c4ccccc4F)CC3)c(-n3nc(C)cc3C)nc2c1 is listed as -1, -2, 7, -9, 7, 11, 6, -1
